TDP1 cell noCPT – qHTS for Inhibitors of human tyrosyl-DNA phosphodiesterase 1 (TDP1): qHTS in cells in absence of CPT. DT40 Tdp1-/- hTDP1 cells, no CPT, ATP luminescence, 48 h. Potency, µM (titrated, usually from 46.2 µM), without a hit: at the highest dose activity change, negative = growth inhibition, hits mostly inhibitors. 15% of 420,000 active; note: nearly all actives have a fitted effect of over 55% in size
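Stably hTDP1-transfected Tdp1-null chicken DT40 cells were treated with library compounds minus camptothecin and grown for at least 48 hr at 37 °C, after which cellular ATP was quantified by luminescence.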
TDP1 block – inhibitors of human tyrosyl-DNA phosphodiesterase TDP1; Potency, µM (series often up to 130 µM), inactives show top-dose activity change, negative = inhibition, hits mostly inhibitors; Q9NUW8; 0.28% of 350,000 active; recombinant TDP1, AlphaScreen DNA substrate cleavage; AID 485290; note: nearly all actives have a fitted effect of over 40% in size
Target sequence (Q9NUW8 whole entry, looked up): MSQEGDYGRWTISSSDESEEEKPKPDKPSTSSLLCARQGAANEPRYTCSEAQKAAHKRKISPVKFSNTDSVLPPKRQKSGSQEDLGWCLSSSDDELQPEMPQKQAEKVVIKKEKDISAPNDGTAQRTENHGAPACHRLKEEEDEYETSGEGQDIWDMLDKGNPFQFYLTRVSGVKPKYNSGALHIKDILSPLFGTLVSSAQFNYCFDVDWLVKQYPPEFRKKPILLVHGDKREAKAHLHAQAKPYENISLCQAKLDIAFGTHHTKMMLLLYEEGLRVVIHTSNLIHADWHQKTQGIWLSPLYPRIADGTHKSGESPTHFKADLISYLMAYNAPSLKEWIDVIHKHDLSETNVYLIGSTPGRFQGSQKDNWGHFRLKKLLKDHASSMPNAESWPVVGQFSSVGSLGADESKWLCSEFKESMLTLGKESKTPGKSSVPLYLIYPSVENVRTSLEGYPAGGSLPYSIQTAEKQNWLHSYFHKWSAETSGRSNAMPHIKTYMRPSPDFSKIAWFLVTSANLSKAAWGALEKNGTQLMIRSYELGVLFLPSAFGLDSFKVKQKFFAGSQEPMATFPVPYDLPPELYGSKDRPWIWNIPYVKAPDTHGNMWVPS
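Tdp1 1 nM final; 15 min RT w/ cpd; substrate 15 nM, 5 min; beads 10 ug/ml, 10 min; AlphaScreen read. Neg ctrl: no enzyme.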
TDP1 cell CPT – DT40-hTDP1 cell growth loss with CPT; Potency, µM (doses to about 46.2 µM), inactives show at the highest dose activity change, negative = growth inhibition, usual class: inhibitors; 12% of 420,000 active; chicken DT40 Tdp1-/-;hTDP1 cells + 20 nM CPT, ATP luminescence, 48 h; note: nearly all actives have a fitted effect of over 55% in size
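Chicken DT40 Tdp1-/- cells stably complemented with human TDP1 were seeded at 400 cells/well in medium containing 20 nM camptothecin, exposed to pin-transferred compounds, and grown at 37 °C for at least 48 hr. Viability was read as ATP luminescence.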
Active calls of the source: *; u = inconclusive; x = no result given; & = joins results of further samples; [ ] = another dose, or the depositor's remark. Calls come from the whole dose curve; as a rule, active = well fitted curve in the direction sought with a large enough effect; inconclusive = small, poorly fitted or top-dose-only effect, or another doubt; inactive = no such curve, though single readings can be large; an effect the other way counts as inactive or inconclusive. % is set by controls: 0 for no effect and ±100 for the full control effect; potency is the fitted concentration of half-maximal effect. The list is partial. The share of hits here may be higher or lower than overall.

Structure	TDP1 cell noCPT	TDP1 block	TDP1 cell CPT
CCCCN1C(=O)NC(=O)C2(Cc3c(nc4c(C)cccn4c3=O)N3CCc4ccccc4C32)C1=O (configuration not stated)	16.4µM*	4.1%	20.6µM*
CCN1C[C@]2(COC)[C@H](O)C[C@H](OC)[C@]34C1C([C@H](OC)[C@H]23)[C@]1(OC(C)=O)C2[C@@H](OC(=O)c3ccccc3)C(O)(C[C@H]24)[C@@H](OC)[C@@H]1O	8.2%[21.1 µM]	4.9%&6.1%	8.9%[21.1 µM]
O=C(O)c1cccc(N=Nc2c(O)[nH]c(=O)[nH]c2=O)c1	-1.8%	-2.6%	u
CN(C)c1ccc(C=C2C=CC=C2)cc1	u	x	u
COc1ccc(C2N(c3cc(C)on3)C(=O)C3CCCN32)cc1 (configuration not stated)	-3.4%	5.5%	-18.8%
CCc1ccc(C2C(C(=O)Nc3ccccc3OC)=C(C)Nc3nc(SCc4ccccc4)nn32)cc1 (configuration not stated)	3.66µM*	2.7%	4.11µM*
CCn1c(O)c(C=Nc2ccc(N3CCOCC3)cc2)c(=O)n(CC)c1=S	u	3.9%	u
O=C(NCC1=C(c2cccc3ccccc23)C[C@@H]2CC[C@H]1N2Cc1ccco1)c1ccc([N+](=O)[O-])cc1	18.4µM*	x	20.6µM*
CCN1CCC(O)(c2ccccc2)C(C(=O)c2ccccc2)C1 (configuration not stated)	4.11µM*	x	2.59µM*
O=C(c1ccc(Cl)cc1)C1CCCN(Cc2cccn2-c2cccnc2)C1 (configuration not stated)	13µM*	2.8%	u
O=P1(Nc2ccc(F)cc2)COc2ccccc2OC1	-6.4%	-4.1%	3.7%
Cc1cc(C(=O)CN2CCCC2)c(C)n1-c1ccc(F)cc1	-3.4%	1.2%	u
COc1cc([C@@H]2c3cc4c(cc3[C@@H](O)[C@H]3COC(=O)[C@H]23)OCO4)cc(OC)c1O	0.112µM*	x	0.1µM*
C[N+]12CCC(CC1)C(C(O)(c1ccccc1)c1cccs1)C2 (configuration not stated)	-8.5%	0.0%	-0.6%
N/C(=N\[N+](=O)[O-])N1CCN(C(=O)c2ccccc2)CC1	-5.5%	0.0%	-7.0%
CC(C)CCNc1nnnc2c1sc1nc(N3CCOCC3)c3c(c12)CC(C)(C)SC3	18.4µM*	9.3%	23.1µM*
CN1C(=O)C(c2ccc([N+](=O)[O-])cc2[N+](=O)[O-])C(=O)N(C)C1=O	0.5%	x	-25.1%
COc1ccc(-c2oc3cc(OC)ccc3c(=O)c2O)cc1	11.9µM*	5.7%[56.1 µM]	11.9µM*
CC(=O)NC(=O)NC(C)Cc1ccccc1 (configuration not stated)	-2.1%	0.0%	u
Cc1ccc(C(=O)Nc2ccc(Cl)cc2C(=O)c2ccccc2)cc1	-3.8%	x	-11.2%
CC(=O)O[C@@H]1/C=C/[C@](C)(O)C[C@@H](C)C/C=C/[C@H]2[C@H](O)[C@@](C)(O)[C@@H](C)[C@H]3[C@H](Cc4ccccc4)NC(=O)[C@@]312	u	x	u
COC(=O)C1=C(c2ccccc2OCc2ccccc2)C[C@@H]2CC[C@H]1N2C(=O)NCCOc1ccccc1Cl	u	1.0%	u
OC(CNCc1ccccc1)c1ccc(Cl)cc1 (configuration not stated)	u	x	u
CCCSc1cc(OC)c(CCN)cc1OC	2.91µM*	x	1.84µM*
Cc1ccc(-n2c(/C=C/c3cccc(C(F)(F)F)c3)nc3ccccc3c2=O)cc1	u	5.2%	u

Brought forward from above: 7 entries, followed by the next part.
Structure	TDP1 cell noCPT	TDP1 block	TDP1 cell CPT
CC(=O)NC(=O)NC(C)Cc1ccccc1 (configuration not stated)	-2.1%	0.0%	u
Cc1ccc(C(=O)Nc2ccc(Cl)cc2C(=O)c2ccccc2)cc1	-3.8%	x	-11.2%
CC(=O)O[C@@H]1/C=C/[C@](C)(O)C[C@@H](C)C/C=C/[C@H]2[C@H](O)[C@@](C)(O)[C@@H](C)[C@H]3[C@H](Cc4ccccc4)NC(=O)[C@@]312	u	x	u
COC(=O)C1=C(c2ccccc2OCc2ccccc2)C[C@@H]2CC[C@H]1N2C(=O)NCCOc1ccccc1Cl	u	1.0%	u
OC(CNCc1ccccc1)c1ccc(Cl)cc1 (configuration not stated)	u	x	u
CCCSc1cc(OC)c(CCN)cc1OC	2.91µM*	x	1.84µM*
Cc1ccc(-n2c(/C=C/c3cccc(C(F)(F)F)c3)nc3ccccc3c2=O)cc1	u	5.2%	u
CCOc1cc(-c2ccc(N)c(OCC)c2)ccc1N	u	-1.0%	11.6µM*
C=CCC1(Cc2ccsc2)C(=O)NC(=O)NC1=O	-10.3%	x	-14.8%
COc1cccc(-n2c(O)c(C=NCCN3CCNCC3)c(=O)[nH]c2=S)c1	-5.9%	x	15.2%
O=c1c2ccccc2nc(-c2ccccc2)n1-c1ccccc1O	u	2.5%	u
C#C[C@]1(O)CCC2C3C(CC[C@@]21C)[C@@]1(C)CC[C@@H](O)CC1=C[C@H]3O (some centres not stated)	23.1µM*	1.4%	u
COC(=O)C1=C(c2ccc(OC)c(OC)c2)C[C@@H]2CC[C@H]1N2C(=O)NC1CC1	-15.4%	0.3%	u
c1csc(CN2CCCC3(CCNCC3)C2)n1	u	x	0.4%
CCCCn1c(O)c(C(CC)=Nc2ccc(C(=O)O)cc2)c(=O)[nH]c1=O	-16.9%	-4.2%[56.1 µM]	-17.8%
COc1cc(C[C@@H](C)N)c(OC)cc1Br	u	x	u
Cn1cc(C(=O)NC2CC2)c2ccccc21	-8.1%	-4.1%	8.0%
CCC(CO)Nc1ccc([N+](=O)[O-])c2cccnc12 (configuration not stated)	u	0.0%	u
C1=C(c2c[nH]c3ccccc23)CCN(Cc2ccccc2)C1	4.61µM*	0.0%	9.2µM*
CC(=O)O[C@H]1CC[C@H]2[C@@H]3CCC4=CC(=O)CCC4=C3C=C[C@]12C	-105.0%	x	u
COc1ccc(-c2cc(=NCCCCCC(=O)O)c3cc(C)ccc3o2)cc1	u	0.0%	u
C=CCNC(=O)c1c(N)n(CCN2CCOCC2)c2nc3ccccc3nc12	-22.5%	-1.0%	-9.4%
Cc1nc2cc(-c3ccc(Cl)cc3)nn2c(C)c1CCC(=O)N1CCC2(CC1)OCCO2	20.6µM*	x	23.1µM*
COc1ccc(OC)c(NC(=O)Cn2cc(C(=O)c3ccccc3)c3ccccc32)c1	u	6.3%	u
O=C(O)[C@@H]1C[C@H]2C[C@@H](CP(=O)(O)O)CC[C@H]2CN1	-11.7%	-6.8%	11.7%
CN1CCN(c2ccc(N)cc2Cl)CC1	u	5.3%	u
O=C1C(c2ccccc2)=C(N2CC2)c2ccccc21	u	11.4%	u
C[S+](CC[C@H](N)C(=O)O)C[C@H]1O[C@@H](n2cnc3c(N)ncnc32)[C@H](O)[C@@H]1O (some centres not stated)	u	x	u
N#CCCn1cc(C(=O)NCc2ccccc2)c(-c2ccccc2)n1	4.7%	0.0%	9.9%
CC(=O)O[C@H]1C(=O)[C@@]2(C)C([C@H](OC(=O)c3ccccc3)[C@]3(O)C[C@H](O)C(C)=C1C3(C)C)[C@]1(OC(C)=O)CO[C@@H]1C[C@H]2O (some centres not stated)	5.8µM*	x	7.31µM*
COc1ccc(OCC(=O)N2CCN(Cc3ccc4c(c3)OCO4)CC2)cc1	11.9%	-5.6%	-27.2%
CCc1ccc(CNCCc2c[nH]c3ccccc23)cc1	25.9µM*	x	u
CCN(CC)C(=O)c1ccc(NC(=O)Cn2nc(-c3ccc(C)cc3)c3ccccc3c2=O)cc1	-19.6%	x	3.4%
O=C(O)CC[N+](=O)[O-]	-9.6%&-18.4%	-5.8%&6.8%[56.1 µM]	-0.9%&-25.1%

No new results follow: six of the compounds above.
Structure	TDP1 cell noCPT	TDP1 block	TDP1 cell CPT
N#CCCn1cc(C(=O)NCc2ccccc2)c(-c2ccccc2)n1	4.7%	0.0%	9.9%
CC(=O)O[C@H]1C(=O)[C@@]2(C)C([C@H](OC(=O)c3ccccc3)[C@]3(O)C[C@H](O)C(C)=C1C3(C)C)[C@]1(OC(C)=O)CO[C@@H]1C[C@H]2O (some centres not stated)	5.8µM*	x	7.31µM*
COc1ccc(OCC(=O)N2CCN(Cc3ccc4c(c3)OCO4)CC2)cc1	11.9%	-5.6%	-27.2%
CCc1ccc(CNCCc2c[nH]c3ccccc23)cc1	25.9µM*	x	u
CCN(CC)C(=O)c1ccc(NC(=O)Cn2nc(-c3ccc(C)cc3)c3ccccc3c2=O)cc1	-19.6%	x	3.4%
O=C(O)CC[N+](=O)[O-]	-9.6%&-18.4%	-5.8%&6.8%[56.1 µM]	-0.9%&-25.1%

Bioassay records: PubChem BioAssay, National Center for Advancing Translational Sciences (NCATS)
